High-throughput results as filed in PubChem.
PAX8 reporter: inhibitors of PAX8 transcriptional activity in RMG-I cells; inhibition, % at 12.6 µM; 360,000 compounds, 1.2% hits; RMG-I TPO-luciferase reporter, SteadyGlo, 24 h; AID 652154;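 active = mean replicate inhibition at least 60% with every replicate also reaching 60%; inconclusive = only one of the two criteria is met; inactive = mean below 60% and not all replicates reaching 60%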;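 note: luciferase light reporting Pax8 driven TPO promoter activity; plate controls were median of neutral control wells for no effect and mitoxantrone controls for full effect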
ERAP1 inh: inhibitors of human ERAP1 aminopeptidase; recombinant ERAP1, Leu-AMC fluorescence, 60 min; inhibition, % at 10.7 µM; 340,000 compounds, 0.15% hits; AID 652197;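 active = mean replicate inhibition of at least 30%, or all replicates individually reaching that 30% level; inactive = mean below 30% and not every replicate reaching it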;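 note: 0% = neutral control wells and 100% = L-leucinethiol positive control wells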
Target sequence (Q9NZ08 whole entry, looked up): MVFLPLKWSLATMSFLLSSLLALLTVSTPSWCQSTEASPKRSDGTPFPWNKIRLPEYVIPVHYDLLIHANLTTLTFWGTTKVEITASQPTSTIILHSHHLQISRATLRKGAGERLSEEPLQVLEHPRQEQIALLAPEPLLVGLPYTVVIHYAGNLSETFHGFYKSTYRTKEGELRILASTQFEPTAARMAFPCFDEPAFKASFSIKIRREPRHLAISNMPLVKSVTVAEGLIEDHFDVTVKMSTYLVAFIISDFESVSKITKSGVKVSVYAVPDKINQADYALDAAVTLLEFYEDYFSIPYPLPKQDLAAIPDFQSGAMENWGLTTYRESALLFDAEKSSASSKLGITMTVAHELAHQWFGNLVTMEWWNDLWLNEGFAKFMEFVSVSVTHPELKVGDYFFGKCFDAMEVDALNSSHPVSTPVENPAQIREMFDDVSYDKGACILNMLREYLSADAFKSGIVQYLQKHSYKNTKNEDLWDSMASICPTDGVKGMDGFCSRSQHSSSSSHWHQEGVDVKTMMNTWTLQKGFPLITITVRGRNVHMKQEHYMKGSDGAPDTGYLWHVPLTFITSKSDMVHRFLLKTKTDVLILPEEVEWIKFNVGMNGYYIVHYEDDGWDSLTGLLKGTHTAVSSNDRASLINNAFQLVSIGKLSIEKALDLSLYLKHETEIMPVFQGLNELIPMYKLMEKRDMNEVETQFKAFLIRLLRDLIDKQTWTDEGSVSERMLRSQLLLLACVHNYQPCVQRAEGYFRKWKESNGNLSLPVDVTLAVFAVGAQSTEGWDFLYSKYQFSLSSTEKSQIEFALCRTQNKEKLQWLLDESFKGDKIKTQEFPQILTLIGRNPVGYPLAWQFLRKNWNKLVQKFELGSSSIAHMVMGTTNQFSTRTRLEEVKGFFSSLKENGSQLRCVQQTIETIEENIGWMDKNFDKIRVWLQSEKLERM
EWS-Fli inh: blocks EWS/Fli oncoprotein-driven transcription; A673 NR0B1-luciferase reporter, viability-normalised; inhibition, % at 12.6 µM; 350,000 compounds, 0.67% hits; AID 651661;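 active = mean inhibition of at least 50% after viability correction, with every replicate also passing that limit; inconclusive = mean reaches 50% but only one of two replicates passes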;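 note: firefly luciferase signal divided by Alamar Blue viability fluorescence both relative to DMSO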
S100A4 MyoIIA: S100A4-myosin IIA interaction inhibition; 360,000 compounds, 0.14% hits; AID 652163; inhibition, % at 10.7 µM; S100A4/TAMRA-MyoIIA peptide fluorescence polarization; P26447;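 active = mean inhibition of at least 70% across replicates, with every replicate also reaching that level; inconclusive = mean inhibition reaches 70% but some replicates fall short; inactive = mean inhibition below 70%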
Target sequence (P26447 whole entry, looked up): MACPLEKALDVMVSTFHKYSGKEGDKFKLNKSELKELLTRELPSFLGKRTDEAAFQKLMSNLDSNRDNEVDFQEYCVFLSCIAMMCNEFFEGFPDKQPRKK
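incubation = readout 5 min after mixing, signal stable up to 60 min | system = S100A4 monomer protein | buffer or medium = HEPES pH 7.2 with CaCl2, KCl, NaCl, DTT, Triton | benchmarks = neutral control DMSO, positive control TFP | also added = fluorescent myosin IIA peptide, 5 nM | compound dosing = one concentration per compound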
PglD inh: PglD (C. jejuni) enzyme inhibition | purified PglD enzyme, DTNB colorimetric CoA detection | inhibition, % at 12.5 µM | 360,000 compounds, 0.098% hits | AID 602405; in the data active = inhibition above about 16%, passing the limit was not always enough; inconclusive = no clear call, values can overlap the other calls; note: strong numbers were not always called active
LGR2 inh: blocks bursicon-induced cAMP signaling via Drosophila LGR2. 380,000 compounds, 0.35% hits. inhibition, % at 9.99 µM. HEK293 LGR2, CRE-luciferase, bursicon-stimulated, 4 h;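 active = drop in luminescence signal, shown as inhibition above about 50% in the replicate tests, limit read from the data, passing the limit was not always enough; inconclusive = probably only some replicates passing the limit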;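 note: agonist challenge used bursicon conditioned medium at about half maximal strength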
PGC1a acetyl inh: modulators of PGC1a acetylation | U2OS PGC1a acetylation, AlphaScreen anti-acetyl-lysine; with virally co-expressed GCN5 acetyltransferase | 350,000 compounds, 0.17% hits | AID 651687 | inhibition, % at 15.6 µM;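 active = every replicate shows inhibition of at least 40%; inconclusive = mean inhibition at least 40% but some replicate below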;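 note: 0% = neutral control wells and 100% = positive control wells; some results beyond the cut were filed as inactive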
FN deposition inh: fibronectin deposition inhibition | AH1F fibroblasts, Alexa488-fibronectin deposition fluorescence, overnight | inhibition, % at 12.6 µM | 350,000 compounds, 0.086% hits;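 active = mean inhibition across replicates of 30% or more, regardless of how many single replicates reach that level; inconclusive = mean under 30% yet at least half of replicates reach 30%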;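 note: positive control wells lacked labelled fibronectin entirely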
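Material – AH1F fibroblast monolayer, labelled fibronectin deposition · Reagent – labelled fibronectin 24 nM · Timing – 1 h adhesion, overnight exposure · Measured by – fluorescence at 485 nm excitation, 525 nm emission · Read-out – inhibition of fibronectin deposition signal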
The depositor's hits bear a star; ? = inconclusive; nt = not tested or not shown.

SMILES | PAX8 reporter | ERAP1 inh | EWS-Fli inh | S100A4 MyoIIA | PglD inh | LGR2 inh | PGC1a acetyl inh | FN deposition inh
Cc1ccc(S(=O)(=O)NCC[C@H]2CC[C@@H](NC(=O)CCN3CCCCC3)[C@H](CO)O2)cc1 | -57.8 | -2.9 | -6.4 | -3.0 | 0.7 | 18.2 | 3.5 | 15.9
Oc1ccc2ccccc2c1N=Nc1ccccc1F | 18.2 | -0.7 | -20.4 | -2.4 | 0.7 | -30.5 | 6.8 | 7.4
Cc1ccc(S(=O)(=O)N(C)C[C@@H]2OCCCC[C@H](C)Oc3ccc(NS(=O)(=O)c4ccc(F)cc4)cc3C(=O)N([C@@H](C)CO)C[C@@H]2C)cc1 | 57.6 | -0.7 | -2.3 | -0.5 | 1.8 | 31.7 | -9.4 | -1.0
Cc1ccc(C)c(CN2CCCN(Cc3cc(C)ccc3C)S2(=O)=O)c1 | -24.4 | -0.1 | 6.3 | 3.8 | 12.6 | 6.2 | -18.2 | -0.5
Brc1ccc(/C=N/Nc2ccccn2)cc1 | -94.0 | -2.9 | -90.4 | -1.0 | -2.1 | -49.7 | -3.4 | 8.6
CSc1nc(N)nc2c1ncn2CC(=O)Nc1ccc(C)c(C)c1 | 9.5 | -2.4 | 11.4 | -0.9 | -0.8 | -11.0 | 3.6 | -2.7
CC=Cc1ccc2n(c1=O)C[C@H]1[C@H](CO)[C@@H](C(=O)N(C)C)[C@@H]2N1C(=O)c1ccccc1 (mixture of isomers) | -6.6 | 0.5 | -4.5 | 13.7 | -2.4 | 11.7 | nt | nt
CN(C)C(=O)c1cccc(-c2ccc([C@@H]3[C@H](C#N)N(C(=O)C4CC4)[C@H]3CO)cc2)c1 | -6.8 | -0.6 | 4.3 | -6.9 | -0.9 | -15.2 | -7.9 | 15.1
O=C(Nc1nccs1)[C@H]1[C@H](CO)[C@H]2Cn3c(cccc3=O)[C@H]2N1C(=O)C1CC1 | nt | 0.6 | -2.8 | 4.8 | -0.6 | -14.5 | nt | nt
COCCCNc1nc2c(-c3cccc(C)c3)nnn2c2ccccc12 | 4.5 | -0.4 | 17.8 | 9.4 | -3.5 | nt | nt | 7.7
O=C(Cc1ccccc1Cl)NC1(O)C(=O)c2ccccc2C1=O | 14.5 | 1.4 | -2.6 | 1.8 | 7.8 | nt | 16.8 | 13.2
CO[C@H]1CN(C)C(=O)c2ccc(NC(=O)NC(C)C)cc2OC[C@@H](C)N(C(=O)CN(C)C)C[C@@H]1C | -3.6 | 4.3 | -3.7 | ? | 1.2 | -3.7 | 5.9 | -2.6

Compounds above that have fluorine:
SMILES | PAX8 reporter | ERAP1 inh | EWS-Fli inh | S100A4 MyoIIA | PglD inh | LGR2 inh | PGC1a acetyl inh | FN deposition inh
Oc1ccc2ccccc2c1N=Nc1ccccc1F | 18.2 | -0.7 | -20.4 | -2.4 | 0.7 | -30.5 | 6.8 | 7.4
Cc1ccc(S(=O)(=O)N(C)C[C@@H]2OCCCC[C@H](C)Oc3ccc(NS(=O)(=O)c4ccc(F)cc4)cc3C(=O)N([C@@H](C)CO)C[C@@H]2C)cc1 | 57.6 | -0.7 | -2.3 | -0.5 | 1.8 | 31.7 | -9.4 | -1.0

Going on with the list:
SMILES | PAX8 reporter | ERAP1 inh | EWS-Fli inh | S100A4 MyoIIA | PglD inh | LGR2 inh | PGC1a acetyl inh | FN deposition inh
Fc1ccc(N2CCN(C(=S)NCC3CCCO3)CC2)cc1 (stereo not given) | -1.7 | -1.2 | 14.8 | 5.0 | nt | 9.5 | nt | -2.3
COCCN(C(=O)COC(=O)c1ccc2c(c1)OCO2)c1c(N)n(Cc2ccccc2)c(=O)[nH]c1=O | 14.6 | 3.9 | -1.9 | -3.6 | 10.6 | -1.1 | nt | 7.3
CC(C)Cn1c(N)c(C(=O)CCl)c(=O)n(C)c1=O | 16.6 | 0.6 | 0.8 | -2.8 | -3.5 | -12.3 | nt | -7.0
C[C@H](CO)N1C[C@H](C)[C@@H](CN(C)Cc2ccc(C(F)(F)F)cc2)OCCCC[C@H](C)Oc2ccc(NS(=O)(=O)c3ccc(Cl)cc3)cc2C1=O | 99.4* | -0.1 | 18.9 | -10.9 | 2.4 | 28.7 | -12.7 | -2.6
CO[C@@H]1CN(C)C(=O)c2ccc(NC(=O)C3CC3)cc2OC[C@@H](C)N(C(=O)Nc2ccc(C(F)(F)F)cc2)C[C@H]1C | 16.8 | -0.2 | -5.0 | 7.6 | 9.0 | -4.3 | -6.0 | 0.1
CC1CC(C)CN(CC(=O)NC(c2ccccc2)c2ccccc2)C1 (stereo not given) | 10.3 | -0.2 | 12.3 | -2.0 | nt | 18.8 | nt | 12.7
O=C(O)C[C@H]1C=C[C@H](NC(=O)Nc2cc(F)ccc2F)[C@H](CO)O1 | 1.4 | 1.4 | 6.5 | -0.1 | 13.4 | -19.0 | 4.0 | -12.3
COc1cccc(-c2ccc([C@H]3[C@@H](CO)N4CCCCN(S(=O)(=O)c5cn(C)cn5)C[C@H]34)cc2)c1 | -8.5 | 2.4 | -3.2 | -16.4 | -2.1 | 19.8 | -5.1 | nt
Cc1ccc(CCNS(=O)(=O)c2cc3c(cc2Cl)NC(=O)CO3)cc1 | 9.1 | 1.2 | -1.2 | 1.9 | 2.7 | 14.7 | -10.1 | -0.4
Cc1ccc(NC(=O)C2CCN(S(=O)(=O)c3cccnc3)CC2)cc1C | 8.9 | 0.4 | -2.0 | -1.6 | 3.4 | 7.0 | 4.1 | 8.0
CC=Cc1ccc2n(c1=O)C[C@H]1[C@H](CO)[C@@H](C(=O)NCC)N(CC3CCOCC3)[C@@H]21 (mixture of isomers) | nt | 0.2 | -6.2 | -4.5 | 2.6 | -14.2 | nt | nt
COc1ccc(NC(=O)Nc2cccc3c2O[C@H](CN(C)Cc2ccc4c(c2)OCO4)[C@H](C)CN([C@@H](C)CO)C3=O)cc1 | 1.2 | 4.8 | nt | 2.7 | 7.4 | 33.4 | -3.2 | nt
CC(NC(=O)c1ccccc1)c1ccc(F)cc1 (stereo not given) | 4.5 | 10.5 | -9.7 | 0.2 | nt | -2.5 | nt | -7.0
COC(=O)C1=C(C)NC(=S)NC1c1ccc(-c2ccccc2C(=O)OC)o1 (stereo not given) | -3.6 | -1.9 | 3.8 | 4.2 | nt | 8.8 | -6.0 | nt
COc1cccc(C2c3[nH]c4ccccc4c3CCN2C(=O)c2ccccc2F)c1OC (stereo not given) | 8.6 | 5.5 | 13.5 | 8.3 | -9.6 | 36.9 | nt | 4.6
CCC(=O)N1CC2(C1)[C@H](c1ccccc1)[C@H](CO)N2Cc1cccc(Cl)c1 | nt | -0.5 | -0.5 | 3.4 | nt | -10.2 | -17.1 | nt
Cc1ccc(OCC(=O)NNC(=S)NCc2ccccc2)cc1 | 4.5 | -4.2 | -2.2 | 5.7 | nt | 7.6 | nt | 4.7
O=C(Nc1nnc(-c2ccco2)o1)c1ccc(Cl)cc1 | 3.7 | -2.6 | 11.3 | -2.8 | 0.0 | -7.9 | 1.9 | -4.6
CC(C)n1nccc1NC(=O)Nc1ccccc1 | 0.1 | -4.0 | -3.8 | -4.8 | -0.8 | -1.6 | 3.1 | 0.0
CC(=O)Nc1cccc(OCC(O)Cn2c(C)nc3ccccc32)c1 (stereo not given) | 18.2 | nt | nt | nt | -9.0 | nt | -3.2 | 4.0
CSc1n[nH]c(NC(=O)c2c(-c3c(Cl)cccc3Cl)noc2C)n1 | 5.9 | -1.7 | 3.1 | 1.7 | nt | nt | 64.7* | 4.8
COc1ccc(NC(=O)Nc2ccc3c(c2)C(=O)N([C@@H](C)CO)C[C@@H](C)[C@@H](CN(C)S(=O)(=O)c2ccc(OC)cc2)OCCCC[C@@H](C)O3)cc1 | 14.8 | nt | -1.2 | nt | -1.7 | 13.5 | -12.0 | 9.2
CCOc1ccc(NC(=O)N2CCN(Cc3ccc4c(c3)OCO4)CC2)cc1 | -45.6 | -10.6 | -4.5 | -1.5 | nt | -3.3 | nt | nt
CCOC(=O)NNc1cc(C(F)(F)F)ccn1 | -13.7 | 3.1 | -5.9 | -4.0 | -1.5 | -3.0 | -1.3 | -16.0
Cc1cccc(/C=C2/Sc3ccc(C(=O)NCCCN4CCOCC4)cc3NC2=O)c1 | 12.0 | 6.6 | 16.5 | -1.6 | 4.4 | 3.3 | -3.5 | 2.2
Cc1ccc2c(c1)C1CN(C)CCC1N2C(=S)Nc1ccc(Cl)cc1Cl (stereo not given) | 8.4 | -8.7 | 8.6 | -5.3 | nt | nt | -8.0 | -4.5
FC(F)(F)c1cc(-c2ccco2)nc(NCc2ccccc2)n1 | 8.7 | nt | nt | nt | 5.4 | nt | 0.5 | 8.6
Cc1nc(-c2ccccc2O)n(S(=O)(=O)N(C)C)n1 | -16.8 | nt | nt | nt | 3.1 | nt | 10.8 | -6.9
O=C(O)/C=C/C(=O)N1CCN(c2ccc(F)cc2)CC1 | 0.1 | -4.2 | 2.3 | -2.6 | nt | -6.1 | 1.8 | -0.7
O=C(CN1C(=O)NC2(CCc3ccccc32)C1=O)c1c[nH]c2ccccc12 (stereo not given) | nt | 1.3 | 18.8 | -4.2 | -3.5 | 12.0 | nt | -5.9
Cc1cc(C(=O)N2CCCC(N3CCN(c4ccc(F)cc4)CC3)C2)no1 (stereo not given) | nt | -8.2 | -2.9 | -0.3 | 3.4 | -3.7 | nt | 1.4
C[C@H](O)C#Cc1cnc2c(c1)C(=O)N([C@@H](C)CO)C[C@@H](C)[C@H](CN(C)CC1CCCCC1)O2 | 4.1 | nt | 2.0 | 20.9 | nt | 24.2 | 4.9 | -0.3
COc1ccc(CCC(C)NC(=O)Cc2ccc(OC)c(OC)c2)c(OC)c1 (stereo not given) | 10.5 | -0.1 | 1.5 | -27.0 | -4.3 | -1.3 | -1.0 | -9.6
CCc1ccccc1S(=O)(=O)Cc1ccc(C(=O)NC2CCCC2)o1 | 1.3 | 0.8 | -3.2 | -6.6 | -7.9 | 15.4 | -5.2 | -14.1
CCc1cc(=O)oc2cc(OC(C)C(=O)N3CC[C@@]4(O)CCCC[C@H]4C3)ccc12 (stereo not given in full) | nt | 1.5 | -0.5 | 58.0 | -2.8 | nt | 0.0 | nt
CCN(CC)CCN(C(=O)c1ccc(Br)s1)c1nc2cc3c(cc2s1)OCO3 | -9.6 | 0.3 | -6.0 | 4.9 | nt | 9.0 | nt | 4.4
Cc1ccc(NC(=O)C2CC(=O)NC(N3CCc4ccccc43)=N2)cc1 (stereo not given) | 16.7 | nt | nt | nt | 4.2 | nt | -10.9 | -0.5
CCOC(=O)C1=CCN(S(=O)(=O)c2ccccc2F)C1c1ccc(Cl)c(Cl)c1 (stereo not given) | 10.2 | -1.8 | 1.5 | -0.6 | 1.5 | 8.7 | 0.9 | 1.1
COc1ccc(NC(=O)CC2CC3CCC2C3)cc1S(=O)(=O)N1CCOCC1 (stereo not given) | nt | -4.3 | 1.8 | -0.5 | nt | -24.1 | nt | 3.8
CCOC(=O)Cc1csc(NC(=O)Cn2cnc3c2c(=O)n(C)c(=O)n3C)n1 | -4.6 | -0.4 | -1.1 | 2.7 | nt | -14.1 | 3.7 | 10.6
CC(NC(=O)COC(=O)C1CC1C)c1ccccc1 (stereo not given) | -0.9 | 7.5 | -1.6 | -1.0 | 1.4 | -25.4 | -4.2 | -8.8
